# Source: PubChem (National Center for Advancing Translational Sciences (NCATS))
# ALOX12 inh: ALOX12 (human) lipoxygenase inhibition; 580,000 tested, 1.1% active; P18054; AID 1671190; Potency, µM (series often up to 108 µM), inactives show top-dose activity change, negative = inhibition, most hits filed as inhibitors; purified 12hLO, xylenol orange hydroperoxide absorbance; further: on the % scale 0 is the no-effect control and ±100 the full control effect
#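 Purified human 12hLO (150 nM final) in 25 mM Hepes, 0.01% Triton X-100, pH 7.0 was preincubated 15 min at room temperature with compound. Then 40 uM arachidonic acid was added, 30 min. Hydroperoxide was read by Fe-XO absorbance ratio 573/405 nm.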
# rTrxR1 inhibitor: rat TrxR1 inhibition. 390,000 tested, 1% active. recombinant rTrxR1, NADPH fluorescence consumption, selenite substrate. Potency, µM (top dose mostly 114 µM), without a hit: at the highest dose activity change, negative = inhibition, actives largely listed as inhibitors. AID 588453; further: on the % scale 0 is the no-effect control and ±100 the full control effect; nearly all actives have a fitted effect of over 65% in size
# Target sequence (O89049 whole entry, looked up): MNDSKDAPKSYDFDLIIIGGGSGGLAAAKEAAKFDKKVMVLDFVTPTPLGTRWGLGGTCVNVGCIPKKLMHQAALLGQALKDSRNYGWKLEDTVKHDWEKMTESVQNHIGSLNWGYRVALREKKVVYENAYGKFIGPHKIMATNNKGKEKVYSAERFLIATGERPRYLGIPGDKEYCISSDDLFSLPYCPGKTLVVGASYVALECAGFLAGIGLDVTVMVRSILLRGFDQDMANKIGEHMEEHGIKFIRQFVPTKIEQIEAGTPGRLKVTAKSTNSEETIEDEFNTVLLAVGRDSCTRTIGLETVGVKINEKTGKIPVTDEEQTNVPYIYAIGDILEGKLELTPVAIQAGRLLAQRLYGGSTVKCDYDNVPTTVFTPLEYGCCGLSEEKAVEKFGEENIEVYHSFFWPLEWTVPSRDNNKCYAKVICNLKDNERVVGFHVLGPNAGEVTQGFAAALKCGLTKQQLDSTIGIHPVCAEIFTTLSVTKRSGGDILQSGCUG
#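 Rat TrxR1 (90 nM in the dispensed reagent) was pre-reduced with 400 uM NADPH for 5 min at room temperature, then incubated with compound for 15 min. After 400 uM selenite was added, NADPH fluorescence (Ex 340/Em 450 nm) was followed for 8 min.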
# HP1b binding inh: inhibitors of HP1-beta chromodomain binding to methylated histone tails | AID 540317 | AlphaScreen HP1-beta / biotin-H3K9me3 peptide binding | Potency, µM (titrated, usually from 114 µM), inactives show at the top dose activity change, negative = inhibition, most hits filed as inhibitors | P83916 | 390,000 tested, 0.56% active; further: nearly all actives have a fitted effect of over 70% in size; inactives centre near 23
#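 Compound inhibition of the preformed complex between 50 nM HP1-beta and 50 nM biotinylated H3K9me3 peptide was read by AlphaScreen. Buffer was PBS pH 7.4 with 0.01% Tween-20. Incubations ran 30 min at room temperature, with 10 ug/mL donor/acceptor beads.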
# RGS4 inhibitor: inhibitors of human regulator of G protein signaling 4. Transcreener GDP fluorescence polarization, RGS4-accelerated GTP hydrolysis. Potency, µM (top dose mostly 114 µM), for the others: at the top dose activity change, negative = inhibition, hits mostly inhibitors. P49798. 390,000 tested, 0.039% active. AID 504845; further: on the % scale 0 is the no-effect control and ±100 the full control effect; nearly all actives have a fitted effect of over 75% in size; some results filed as inactive show a strong effect at the top dose
#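 MLSMR compounds (23 nl, pin-transferred) preincubated 10 min at room temperature with a 500nM (2x) first reagent, then RGS4 at 900nM (2x) plus Transcreener GDP mix added; fluorescence polarization (620/688 nm) read before and after 90 min at 30 °C.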
# Tb PGK inh: inhibitors of T. brucei phosphoglycerate kinase | P07378 | PGK/GAPDH coupled, Kinase-Glo luminescence, 60 min | Potency, µM (titrated, usually from 57.5 µM), inactives show top-dose activity change, negative = inhibition, hits mostly inhibitors | 380,000 tested, 0.043% active | AID 602233; further: on the % scale 0 is the no-effect control and ±100 the full control effect; nearly all actives have a fitted effect of over 60% in size
#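 Recombinant glycosomal PGK reaction used 1,3-bisphosphoglycerate generated in-well by GAPDH (100nM final) in 100mM TEA pH 7.6, 5mM MgCl2, 0.01% Tween-20. After 60 minutes at room temperature, ATP was read by Kinase-Glo Plus luminescence end-point.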
# JMJD2A Tudor inh: inhibitors of human JMJD2A Tudor domain; AlphaScreen JMJD2A-Tudor / H3K4me3 peptide binding; Potency, µM (highest dose often 114 µM), for inactives: at the highest dose activity change, negative = inhibition, hits mostly inhibitors; 390,000 tested, 4.4% active; AID 504339; further: on the % scale 0 is the no-effect control and ±100 the full control effect; nearly all actives have a fitted effect of over 50% in size
# ERG Ets-DNA blk: ERG Ets/DNA interaction inhibition | P11308 | fluorescence polarization, His-ERG Ets domain / labelled DNA | Potency, µM (titrated, usually from 76.9 µM), for the others: at the highest dose FP activity, negative = inhibition, hits mostly inhibitors | 370,000 tested, 0.028% active | AID 624246; active means well fitted inhibition curve with a large enough effect in the polarisation, with a control signal flat; inconclusive means small, poorly fitted or top-dose-only effect, or effect the other way, or a change in a side signal; inactive means no such curve, though single readings can be large or run the other way; the % refers to the polarisation;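 further: polarization taken with two DNA probes labelled with fluorescein and Texas red; % of control where 0% means no effect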
# Target sequence (P11308 whole entry, looked up, the tested form may be a part): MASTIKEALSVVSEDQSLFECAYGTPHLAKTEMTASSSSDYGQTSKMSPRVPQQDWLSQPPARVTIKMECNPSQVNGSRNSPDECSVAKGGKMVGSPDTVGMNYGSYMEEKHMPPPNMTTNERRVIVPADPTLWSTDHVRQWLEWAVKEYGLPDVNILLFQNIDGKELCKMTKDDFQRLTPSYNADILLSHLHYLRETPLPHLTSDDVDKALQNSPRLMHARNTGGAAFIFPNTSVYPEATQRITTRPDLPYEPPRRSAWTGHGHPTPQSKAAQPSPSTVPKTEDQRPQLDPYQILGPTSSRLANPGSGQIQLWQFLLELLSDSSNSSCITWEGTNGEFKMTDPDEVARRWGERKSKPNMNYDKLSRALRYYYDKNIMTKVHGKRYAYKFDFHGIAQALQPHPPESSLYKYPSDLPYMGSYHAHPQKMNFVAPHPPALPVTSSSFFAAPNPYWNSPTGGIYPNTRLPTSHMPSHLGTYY
#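 His-tagged ERG Ets domain (1 uM in the protein solution; 300mM KCl, 50mM Tris-HCl, 1mM EDTA, 1mM DTT, pH 7.5) received compound, then a probe mix of 5 nM fluorescein-DNA and 100nM Texas-615-DNA. Fluorescence polarization was read for both dyes.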
# Pin1 inh: blocks the human prolyl isomerase Pin1; AID 504891; Potency, µM (series often up to 115 µM), for inactives: at the highest dose activity, negative = inhibition, hits mostly inhibitors; 390,000 tested, 0.009% active; Pin1 FP peptide displacement, HiFluor488, 10 min; Q13526; active means well fitted inhibition curve with a large enough effect in the polarisation, with a control signal flat, not every such curve was filed as active; inconclusive means small, poorly fitted or top-dose-only effect, or effect the other way, or a change in a side signal; inactive means no such curve, though single readings can be large or run the other way; the % refers to the polarisation; further: on the % scale 0 is the no-effect control and ±100 the full control effect
# GLS inh: glutaminase GLS (human) inhibition. GLS enzymatic activity, qHTS titration. 410,000 tested, 0.21% active. O94925. AID 624170. Potency, µM (highest dose often 45.5 µM), for the others: at the top dose activity change, negative = inhibition, hits mostly inhibitors; further: on the % scale 0 is the no-effect control and ±100 the full control effect
#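 Two-point fluorescence kinetic (t0, 30 min RT) for hKGA; glutamate detected via glutamate oxidase–HRP–Amplex Red. Substrate: 1 mM L-glutamine solution; buffer 45 mM KH2PO4, pH 8.2.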
# Starred values were filed as active, the others as inactive; i = inactive; ? = inconclusive; . = not tested or not shown; & = joins results of further samples; [ ] = remark or other dose. Unless noted, the call rests on the fitted dose curve; in most records, active means well fitted curve in the direction sought with a large enough effect; inconclusive means small, poorly fitted or top-dose-only effect, or another doubt; inactive means no such curve, though single readings can be large; an effect the other way counts as inactive or inconclusive. Potency means the concentration at half of the fitted maximal effect. Only part of the results is shown; count on the stated rates, not on these rows.
# The line under a structure holds: ALOX12 inh	Pin1 inh	Tb PGK inh	rTrxR1 inhibitor	ERG Ets-DNA blk	HP1b binding inh	RGS4 inhibitor	GLS inh	JMJD2A Tudor inh
CCSc1ncc(Cl)c(C(=O)Nc2c(C(=O)Nc3ccccc3)oc3ccccc23)n1
 : -13%	-5%	.	3%	-9%	35%	-12%	-11%	2%
COc1ccc(CCC(=O)OCC(=O)N(CC(C)C)c2c(N)n(Cc3ccccc3)c(=O)[nH]c2=O)cc1
 : -5%	37%[activator]	-7%	3%	0%	12%	28%	1%	-19%
CCN(CC)CCCNC(=S)N1CCC(c2nc3ccccc3[nH]2)CC1
 : -3%	-6%	7%	24%	0%	50%[activator]	9%	-4%	-7%
CCCn1c(SCC(=O)N2N=C3/C(=C/c4ccc(OC)cc4)CCCC3C2c2ccc(OC)cc2)n[nH]c1=O (stereo not given)
 : -24%	26%	-4%	-4%	1%	10%	8%	1%	-34%
CCOC(=O)C(CC(=O)O)N1CCCCC1 (stereo not given)
 : 0%	-10%	-5%	-12%	-8%	21%	-7%	-12%	-21%
Cc1ccccc1NC(=S)N(Cc1ccccc1)Cc1cccs1
 : -15%	-5%	-2%	-1%	-1%	41%[activator]	12%	-3%	-10%
COc1ccc(OC)c(-c2csc(N(CC3CCCO3)C(=O)C3CCCCC3)n2)c1 (stereo not given)
 : -2%	-2%	0%	27%	-2%	?	-96%[56.9 µM]	-6%	?
COC(=O)C1N[C@@H]([C@@H](NC(=O)COc2ccccc2)C(=O)NCc2ccccc2)SC1(C)C (stereo not given in full)
 : -11%	-1%	-6%	10%&10%	13%	23%	7%	11%	-9%
Cn1nc(C(=O)Nc2ccc(S(=O)(=O)N3CCCCC3)cc2)c2ccccc2c1=O
 : -12%	4%	8%	30%[57.1 µM]	5%	14%	-8%	-6%	-19%
COc1ccc(CCNC(=O)c2ccccc2N(C)S(=O)(=O)c2ccccc2)cc1
 : 1%	-1%	-8%	-10%	-4%	19%	7%	10%	-11%
CC(=O)C1(O)CCC2C3CCC4CC(O)CCC4(C)C3C(=O)CC21C (stereo not given)
 : 0%	9%	-1%	-10%	-4%	10%	-8%	-1%	-6%
CCC(=O)N1c2ccccc2CC1C(=O)N1CCN(c2cccc(Cl)c2)CC1 (stereo not given)
 : -12%	-3%	3%	3%[57.1 µM]	12%	20%	14%	-12%	-4%
C/C(=C(\C#N)C(=O)NCc1ccccc1)N(C)C
 : -13%	-3%	i	7%[57.1 µM]	3%	45%[activator]	-1%	4%	2%
CCOC(=O)CCNC(=O)N1CCCC(C(=O)c2ccc3c(c2)OCO3)C1 (stereo not given)
 : -6%	2%	2%	6%	-10%	21%	17%	-2%	-16%
CCCCNC(=O)NNC(=O)COc1cccc(C)c1C
 : 10%	-10%	i	10%	-7%	8%	-6%	3%	-4%
Cc1ccc(NC(=O)c2cccnc2)cc1S(=O)(=O)N(C)C
 : -6%	0%	2%	14%[57.1 µM]	0%	12%	2%	-7%	-11%
O=C(NNC(=S)Nc1ccc(Br)cc1Cl)c1ccncc1
 : -18%	0%	0%	-37%	-3%	-23%	-14%	?	?
C[C@@H](NC(=O)c1nc[nH]c1C(=O)N1CCc2ccccc2C1)c1ccccc1
 : 6%	6%	i	6%	6%	38%	8%	2%	-24%
N/C(=N\OC(=O)c1ccc2c(c1)OCO2)c1cccc([N+](=O)[O-])c1
 : ?	-6%	-7%	32%[57.1 µM]	0%	25%	?	3%	-19%
COc1ccccc1C(=O)NC(=O)CSc1nncn1C(C)C
 : -13%	-9%	8%	-8%	-11%	16%	4%	21%	-8%
CC(C)c1ccc(C(=O)NNC(=O)C2CC=CCC2C(=O)O)cc1 (stereo not given)
 : 0%	-3%	-4%	-4%	-1%	12%	1%	6%	-14%
Cn1cc(S(=O)(=O)Nc2ccc(F)cc2F)c(=O)n(C)c1=O
 : 9%	-4%	6%	2%[57.1 µM]	0%	30%	10%	3%	-6%
COc1c(O)cccc1/C=N/NC(=O)Cn1ccnc1C
 : 4%	-4%	2%	7%	2%	20%[57 µM]	-15%	7%	?
Cc1ccccc1NC(=O)NNC(=O)c1ccc2ccccc2c1O
 : -2%	-14%	-7%	42%[activator]	6%	9%	7%	3%	-22%
COc1ccc(C)cc1NC(=O)N1CCN(c2nnc(C)c3c(C)n(-c4ccccc4)nc23)CC1
 : -24%	5%	.	0%[57.1 µM]	0%	14%	-13%	-1%	-4%
COc1ccc2c(c1[N+](=O)[O-])CCC/C2=N/OC(=O)c1ccccc1SC
 : 0%	18%	-2%	12%[57.1 µM]	-5%	16%	9%	3%	-25%
CC(C)CNC(=O)c1ccc(C2SCC(=O)N2Cc2ccccc2)cc1 (stereo not given)
 : ?	10%	7%	23%[57.1 µM]	2%	0%	?	-21%	?
CC(CCc1ccccc1)NC(=O)c1ccccc1F (stereo not given)
 : 11%	4%	-8%	16%	8%	53%[activator]	11%	0%	6%
Cc1c(C(=O)NCc2ccccc2)oc2ccc(S(=O)(=O)N3CCC4(CC3)OCCO4)cc12
 : 0%	2%	3%	16%	7%	8%	-17%	-18%	-6%
O=C1CC(NS(=O)(=O)c2ccc(F)cc2)CN1c1ccc2c(c1)OCCO2 (stereo not given)
 : -14%	2%	-4%	7%	-4%	40%[activator]	-32%	-6%	-3%

# Structures above with a COOH group (2):
# The line under a structure holds: ALOX12 inh	Pin1 inh	Tb PGK inh	rTrxR1 inhibitor	ERG Ets-DNA blk	HP1b binding inh	RGS4 inhibitor	GLS inh	JMJD2A Tudor inh
CCOC(=O)C(CC(=O)O)N1CCCCC1 (stereo not given)
 : 0%	-10%	-5%	-12%	-8%	21%	-7%	-12%	-21%
CC(C)c1ccc(C(=O)NNC(=O)C2CC=CCC2C(=O)O)cc1 (stereo not given)
 : 0%	-3%	-4%	-4%	-1%	12%	1%	6%	-14%

# Additional records:
# The line under a structure holds: ALOX12 inh	Pin1 inh	Tb PGK inh	rTrxR1 inhibitor	ERG Ets-DNA blk	HP1b binding inh	RGS4 inhibitor	GLS inh	JMJD2A Tudor inh
Oc1cccc(Nc2nc(-c3ccccc3Cl)nc3ccccc23)c1
 : -8%	-1%	-2%	11%	-3%	-22%	-4%	42%[activator]	-33%
O=C(NCc1ccccn1)C1C2C=CC(C2)C1C(=O)Nc1ccc(F)cc1 (stereo not given)
 : 153%[activator]	-2%	i	18%[57.1 µM]	4%	14%	-17%	6%	-21%
CC[C@]12c3[nH]c4cc(-c5ccco5)ccc4c3CCN1C(=O)[C@@H](CC(=O)NC(C)(C)C)C[C@@H]2C(=O)N1CCN(C(=O)c2ccco2)CC1
 : 4%	13%	-1%	-22%	15%	6%	?	4%	-28%
Cc1cc(C(=O)COC(=O)c2ccc3c(c2)OCO3)c(C)n1Cc1cccs1
 : -1%	33%[activator]	-1%	-11%	0%	1%	-19%	-14%	-24%
COC(=O)c1cc(=O)n(Cc2ccco2)c(=Nc2ccc(F)c(Cl)c2)s1
 : 22%	8%	-6%	-10%[57.1 µM]	-11%	-21%	-33%	-1%	?
COc1ccc(S(=O)(=O)N2CCCCCC2)cc1C(=O)NCCc1ccc(F)cc1
 : -26%	0%	4%	14%	-11%	45%[activator]	-17%	-3%	2%
O=C(Oc1ccc(Cl)c2cccnc12)N1CCCCC1
 : 7%	-2%	3%	3%	.	19%	-24%	5%	-16%
O=C(CCn1nnc2ccccc2c1=O)N[C@@H](Cc1c[nH]c2ccccc12)C(=O)O
 : -26%	-14%	-5%	8%	-15%	18%	-1%	23%	-12%
C/C=C(/C)C(=O)O[C@H]1[C@@H](O)c2c(ccc3ccc(=O)oc23)OC1(C)C
 : 23%	-12%	-6%	-32%	6%	60%[activator]	-10%	1%	-6%
COc1ccc(N2C(=O)[C@@H]3[C@H](C2=O)[C@H]2c4ccccc4C=CN2[C@@H]3C(=O)Nc2ccccc2)cc1
 : ?	?	i	-24%	-13%	5%	2%	-22%	?
Cc1ccc(N(CC(=O)Nc2cccc(Cl)c2C)S(C)(=O)=O)cc1
 : 13%	0%	-10%	42%[activator]	-12%	20%	33%	1%	-4%
Cc1noc(C)c1C(=O)NCc1ccccc1F
 : -7%	8%	0%	5%[57.1 µM]	-3%	10%	-2%	7%	4%
Cc1ccc(Cc2nc(-c3ccccn3)no2)cc1
 : 3%	1%	-7%	16%	-3%	58%[activator]	-27%	-13%	1%

# An excerpt of these results, in CSV form.
compound,ALOX12 inh,Pin1 inh,Tb PGK inh,rTrxR1 inhibitor,ERG Ets-DNA blk,HP1b binding inh,RGS4 inhibitor,GLS inh,JMJD2A Tudor inh
Cc1ccc(Cc2nc(-c3ccccn3)no2)cc1,3%,1%,-7%,16%,-3%,58%[activator],-27%,-13%,1%
COc1ccc(N2C(=O)[C@@H]3[C@H](C2=O)[C@H]2c4ccccc4C=CN2[C@@H]3C(=O)Nc2ccccc2)cc1,?,?,i,-24%,-13%,5%,2%,-22%,?
O=C(NCc1ccccn1)C1C2C=CC(C2)C1C(=O)Nc1ccc(F)cc1 (stereo not given),153%[activator],-2%,i,18%[57.1 µM],4%,14%,-17%,6%,-21%
Cc1noc(C)c1C(=O)NCc1ccccc1F,-7%,8%,0%,5%[57.1 µM],-3%,10%,-2%,7%,4%
